High-throughput results (PubChem BioAssay)
CHRM5 PAM: potentiates acetylcholine response at human M5 receptor; 360,000 tested, 0.3% active; P08912; activation, % at 3 µM; CHO-K1 hM5, Fluo-8 calcium, ACh EC20 PAM; 0% = ACh EC20, 100% = ACh EC100;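 active means activation above the run cutoff, the mean activation of all test compounds plus 3 SD, cut at about 18% in these data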
Target sequence (P08912 whole entry, looked up): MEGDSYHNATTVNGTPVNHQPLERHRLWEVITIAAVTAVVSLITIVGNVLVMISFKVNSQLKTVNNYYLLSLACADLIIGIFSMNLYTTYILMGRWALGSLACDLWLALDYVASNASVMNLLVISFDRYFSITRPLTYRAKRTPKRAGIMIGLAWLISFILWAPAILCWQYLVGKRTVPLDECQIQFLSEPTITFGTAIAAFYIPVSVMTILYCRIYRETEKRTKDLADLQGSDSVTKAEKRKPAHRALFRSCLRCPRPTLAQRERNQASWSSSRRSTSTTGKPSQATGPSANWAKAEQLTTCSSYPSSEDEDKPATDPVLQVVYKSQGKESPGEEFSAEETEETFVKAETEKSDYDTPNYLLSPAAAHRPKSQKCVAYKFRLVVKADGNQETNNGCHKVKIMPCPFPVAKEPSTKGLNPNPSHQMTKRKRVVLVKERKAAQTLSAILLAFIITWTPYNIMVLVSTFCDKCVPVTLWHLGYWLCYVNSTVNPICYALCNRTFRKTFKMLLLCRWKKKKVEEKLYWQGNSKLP
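Assay system: CHO-K1 hM5 cells. Also added: acetylcholine at EC20 concentration, added after compound. Dosing: 3 µM, single dose. Times: compound preincubation 140 s before EC20 acetylcholine addition. Signal: Fluo-8 calcium fluorescence. Measure: % activation relative to EC20 and EC100 ACh responses. Repeats: singlicate, one well per test compound.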
CHO-K1 Ca PAM: counter-screen for M1 PAMs: effect in parental CHO-K1 cells | ATP EC20, Fluo-8 calcium fluorescence; 0% at ATP EC20, 100% at ATP max | activation, % at 3 µM | 360,000 tested, 0.02% active;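 active means activation above the run cutoff, the mean activation of all test compounds plus 3 SD, cut at about 40% in these data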;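 further: peak over basal fluorescence ratio in a 140 s read after ATP addition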
M4 PAM: CHRM4 positive allosteric modulation; 360,000 tested, 0.4% active; P08173; CHO-K1 hM4/Gqi5, Fluo-8 calcium fluorescence, ACh EC20; 0% = ACh EC20, 100% = maximal ACh; activation, % at 3 µM;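 active means activation above its plate's cutoff, the mean activation of sample wells plus 3 SD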; further: some results filed as inactive read as strong as hits
Target sequence (P08173 whole entry, looked up): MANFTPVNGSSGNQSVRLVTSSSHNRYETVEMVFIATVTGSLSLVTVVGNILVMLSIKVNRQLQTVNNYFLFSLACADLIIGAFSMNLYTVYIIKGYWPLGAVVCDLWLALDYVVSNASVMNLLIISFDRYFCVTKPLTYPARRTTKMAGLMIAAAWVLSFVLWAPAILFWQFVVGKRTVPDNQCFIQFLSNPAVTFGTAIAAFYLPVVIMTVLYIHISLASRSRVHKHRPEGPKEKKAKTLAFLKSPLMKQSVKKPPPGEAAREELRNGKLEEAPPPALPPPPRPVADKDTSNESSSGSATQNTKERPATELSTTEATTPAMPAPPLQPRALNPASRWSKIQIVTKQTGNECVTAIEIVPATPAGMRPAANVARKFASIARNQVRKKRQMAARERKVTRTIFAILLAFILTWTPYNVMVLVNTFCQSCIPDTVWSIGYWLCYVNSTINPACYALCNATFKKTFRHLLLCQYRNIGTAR
CHRM5 antagonist: antagonists of human muscarinic M5 receptor (CHRM5). AID 624040. inhibition, % at 3 µM. 360,000 tested, 0.59% active. CHO-hM5 cells, Fluo-8 calcium fluorescence, ACh EC80;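 active means inhibition above a per-plate cutoff, the mean of that plate's test compounds plus 3 SD, cut at about 27% in these data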;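 further: 0% = acetylcholine EC80 with DMSO and 100% = DMSO without agonist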
TAAR1 ag: agonists of human TAAR1; Q96RJ0; CHO RD-HGA16 TAAR1, Fluo-8 calcium fluorescence; vehicle wells 0%, saturating PEA agonist 100%; activation, % at 3 µM; 360,000 tested, 0.99% active; AID 624467;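 active means activation above the mean activation of all test compounds in the run plus 3 SD, cut at about 38% in these data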
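Repeats: no replicates (n 1) | Material: CHO-derived RD-HGA16 cells with stable Gα16 and human TAAR1 | Technique: Kinetic Fluo-8 calcium fluorescence | Schedule: 17-24 h seeding, 75 min 37 °C dye, 30 min RT | Evaluation: % activation from peak over basal fluorescence ratio, DMSO-to-PEA scaled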
CRFBP-R2 block: antagonists of CRF-binding protein/CRF-R2 receptor complex | inhibition, % at 11.8 µM | AID 588475 | 350,000 tested, 0.59% active | HEK293 CRF-R2/CRF-BP, CRF-induced calcium fluorescence;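 active means inhibition of the ligand-induced calcium signal above about 50% at the single tested concentration, limit read from the data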
CHRM5 agonist: agonists of human muscarinic M5 receptor (CHRM5) | P08912 | CHO-K1 hM5 cells, Fluo-8 calcium fluorescence; 0% DMSO wells, 100% maximal acetylcholine response | 360,000 tested, 0.19% active | AID 624037 | activation, % at 3 µM;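 active means activation above the run's mean over test compounds plus 3 SD, cut at about 23% in these data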;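 further: signal is peak over basal fluorescence ratio across the kinetic read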
CRFBP-R2 agonist: agonists of human CRF-binding protein/CRF-R2 receptor complex; HEK293 CRF-R2/CRF-BP, calcium dye fluorescence (FLIPR); percent of saturating CRF peptide response; activation, % at 13.2 µM; 350,000 tested, 0.46% active;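 active means activation of at least 50%, plus an integration ratio under a set limit after plate pattern correction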;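 further: plate controls were neutral control wells without compound for no effect and CRF at EC100 for full effect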
TAAR1 antagonist: antagonists of human TAAR1; CHO RD-HGA16 TAAR1, Fluo-8 calcium fluorescence, antagonist; 360,000 tested, 1.5% active; inhibition, % at 3 µM;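 active means inhibition above a per-plate cutoff, the mean inhibition of test compounds on that plate plus 3 SD, cut at about 49% in these data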;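 further: 0% = DMSO plus EC80 beta-PEA response and 100% = DMSO alone without agonist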
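Test system: hTAAR1-expressing CHO RD-HGA16 cells, Gα16-coupled; Probe or stimulus: EC80 β-phenethylamine stimulus; Compound dosing: single nominal final test compound concentration of 3 µM; Timing: 140 s kinetic read after compound, 140 s after agonist; Signal: Fluo-8 calcium-sensitive fluorescence; Measure: % inhibition of agonist calcium response; Controls: DMSO and EC80 PEA controls.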
An asterisk follows results filed as active; . = no result given.

SMILES | CHRM5 PAM | CHO-K1 Ca PAM | M4 PAM | CHRM5 antagonist | TAAR1 ag | CRFBP-R2 block | CHRM5 agonist | CRFBP-R2 agonist | TAAR1 antagonist
O=C(COc1ccc(Cl)cc1)OCc1csc(Nc2ccccc2)n1 | -5 | 7 | 1 | 13 | 2 | 4 | -3 | 1.1 | -1
CC(C)(C)SCCNS(=O)(=O)c1ccc(F)cc1 | 1 | 2 | -5 | -7 | 0 | -11 | 0 | -2.5 | -18
CCCSc1sc(C(=O)OC)c(-c2cccs2)c1C#N | . | . | . | . | 3 | 12 | . | -0.8 | 15
CN(C)c1ccc(C2NCC(CCl)O2)cc1 (centres undefined) | 2 | 1 | 3 | -9 | 8 | -7 | -4 | 4.6 | 11
COc1ccc(C(=O)CCC(=O)NC2=NCCS2)cc1 | -7 | -1 | -1 | 6 | 1 | 12 | -2 | -0.7 | -26
CCOC(=O)C1=CN(CC2CCCCC2)CCC1=O | -2 | 16 | 0 | -2 | 3 | -6 | 0 | -0.9 | -10
CCOc1ccc(C(=O)Nc2nnc(S(=O)(=O)Nc3ccccc3C)s2)cc1 | -4 | 24 | 6 | -2 | 0 | -93 | 0 | -3.1 | -1
Cc1c(NC(=O)CS(=O)(=O)c2ccccc2)c(=O)n(-c2ccccc2)n1C | 0 | 14 | 0 | 9 | 0 | -2 | 0 | -1.6 | -31
COc1ccc(N2CCN(C(=S)NC(=O)c3cccs3)CC2)c([N+](=O)[O-])c1 | 5 | 0 | 1 | -2 | -5 | 7 | 0 | -0.9 | -21
O=C(CCS(=O)(=O)c1ccccc1)Nc1nc(-c2cccs2)cs1 | -11 | 4 | -9 | -1 | 8 | -68 | 7 | 19 | -2
O=c1c(-c2ccccc2)coc2c(CN3CCCCC3)c(O)ccc12 | -2 | -6 | 4 | 10 | 0 | -12 | -4 | 1.1 | 20
CC(C)CCNC(=O)c1ccc(CS(=O)(=O)Cc2ccccc2F)o1 | -3 | 0 | -2 | -4 | 1 | -5 | 3 | 0.7 | 1
CN1C(=O)NC(c2cccc(O)c2)C(C(=O)c2cccs2)C1(O)C(F)(F)F (centres undefined) | -1 | -4 | 8 | -2 | . | 5 | 2 | 0.9 | .
O=C1Nc2ccccc2S/C1=C/NCc1ccccc1Cl | -5 | 14 | 2 | -4 | 9 | -46 | 0 | 0.2 | -17
Cn1c(SCC(=O)Nc2cccc(F)c2)nc2c(c1=O)SCC2 | 0 | -5 | 7 | -4 | 2 | -9 | 2 | -8.0 | 18
O=C(O)C1Cc2c([nH]c3ccccc23)C(c2ccc3c(c2)OCO3)N1 (centres undefined) | -4 | 10 | 3 | 1 | 6 | -1 | 3 | 5.3 | -3
FC(F)(F)c1cccc(N2CCN(c3ccc4nnc(-c5ccccc5)n4n3)CC2)c1 | -7 | 14 | -2 | 0 | 5 | -5 | 1 | -1.3 | -20
CC1CCCCN1S(=O)(=O)c1ccc(NC(=O)c2cccs2)cc1 (centres undefined) | -11 | -6 | -5 | 12 | 2 | -42 | -1 | -3.3 | -6
COC(=O)C(C)n1cnc2c(nnn2-c2ccccc2)c1=O (centres undefined) | -5 | 9 | -1 | 1 | . | 34 | 0 | -0.7 | .
O=C(O)Cn1c(=O)c2c(c3ccccc31)CCC2 | 2 | 8 | 5 | 4 | 2 | -1 | -4 | 0.0 | 12
COC(=O)[C@]1(C)N[C@H](CN(C)S(=O)(=O)c2ccc(C(F)(F)F)cc2)[C@@H]2C(=O)N(C)C(=O)[C@@H]21 | -3 | 0 | 6 | -3 | 1 | -9 | -1 | 0.5 | -1
COCCCNC(=S)N1CCC(NC(=O)c2ccco2)CC1 | -5 | 16 | 0 | 9 | 1 | -1 | 1 | 0.3 | -2
CCOC(=O)N1CCN(C(=O)CN(c2cccc(C)c2)S(=O)(=O)c2ccccc2)CC1 | -4 | 18 | -2 | 5 | 7 | -2 | 0 | 0.5 | 13
CCN1C(=O)c2cccc3c(NC(=O)c4ccc(S(=O)(=O)N(C)C)cc4)ccc1c23 | -10 | -4 | -13 | 7 | 11 | -5 | 0 | 1.0 | -5
Cc1nn(C)cc1C1C(C#N)=C(N)N(c2ccc(F)c([N+](=O)[O-])c2)C2=C1C(=O)CCC2 (centres undefined) | -3 | 12 | 24 | 11 | -2 | 11 | 2 | -2.1 | 0
SMILES | CHRM5 PAM | CHO-K1 Ca PAM | M4 PAM | CHRM5 antagonist | TAAR1 ag | CRFBP-R2 block | CHRM5 agonist | CRFBP-R2 agonist | TAAR1 antagonist
Cc1[nH]c2ccccc2c1C(=O)/C=C/c1ccccc1Cl | -1 | 23 | -1 | -6 | 6 | -27 | -4 | -2.7 | -3
O=S(=O)(NCCCN1CCOCC1)c1ccc2ccccc2c1 | 5 | -13 | -1 | -4 | 1 | 9 | 0 | 0.1 | 6
CCOC(=O)/C(=N\NC(=O)c1ccccc1)c1ccccc1 | -1 | 13 | 3 | 1 | 4 | 3 | -1 | 0.8 | 7
O=C(Cc1ccccc1)NNS(=O)(=O)c1ccccc1[N+](=O)[O-] | -4 | -17 | 8 | 4 | 3 | 3 | -2 | -0.6 | 6
O=C(NCc1ccc(OC(F)(F)F)cc1)C1CCC(=O)N(C2CC2)C1 (centres undefined) | -4 | 13 | 1 | 3 | 2 | -5 | -4 | 0.5 | -24
O=C(Cc1ccccc1)Nc1ccc2[nH]ncc2c1 | -1 | 16 | -2 | 5 | 1 | 2 | -1 | -3.2 | 4
C/C=C(/C)C(=O)Nc1cccc(C2=NOC3(C2)C[C@H](C(N)=O)N(C(=O)COc2ccc(Cl)cc2)C3)c1 (some centres undefined) | 3 | -5 | 0 | -3 | -2 | -5 | 3 | 0.7 | 4
COc1ccc(CCNS(=O)(=O)c2cn(C)c(=O)n(C)c2=O)cc1OC | 2 | 28 | 9 | 0 | 2 | 34 | 2 | -2.4 | -19
COc1cc(-c2coc3c(C(=O)NCc4ccc(OC)c(OC)c4)cccc23)ccc1O | -16 | -7 | -9 | 15 | 12 | . | 10 | . | 66*
COc1ccccc1/C=C/C=N/NC(=O)CCC1C(=O)NN=C1C (centres undefined) | 0 | 18 | -2 | 2 | 1 | 7 | -1 | -1.0 | -14
Cc1ccc(S(=O)(=O)N2CCCC2C(=O)OCc2ccco2)cc1 (centres undefined) | 2 | 16 | 0 | -6 | . | -4 | 0 | 1.3 | .
Cc1ccc(S(=O)(=O)N(C)CC(=O)N2CCOCC2)cc1 | 5 | 15 | 9 | 1 | 10 | 4 | -3 | 1.2 | -4
CCOc1ccc(NS(=O)(=O)c2cc(C(=O)N3CCN(C(C)=O)CC3)ccc2Cl)cc1 | 4 | 13 | -3 | 2 | 0 | 4 | 0 | -1.0 | -1
O=C(CSc1ncn[nH]1)NCc1ccccc1 | 5 | 14 | 0 | -3 | 4 | 3 | 0 | -0.1 | 8
Fc1ccc(C2CC(c3cccs3)=NN2c2ccccc2)cc1 (centres undefined) | -4 | -11 | -2 | -5 | 2 | 2 | -5 | -2.6 | -16
COc1ccc(C=C(C(=O)c2ccccc2)C(=O)c2ccccc2)cc1 | -4 | 8 | -2 | -2 | 6 | . | -2 | . | -28
COC(=O)CCC(=O)Nc1cc(Cl)cc(Cl)c1 | 2 | -12 | 2 | -1 | 3 | -18 | -2 | -3.7 | -11
C[C@@H]1COC(=O)[C@H](CC(=O)OC(C)(C)C)C/C=C\C[C@@H](CC(=O)NCCO)C(=O)N1 | -1 | -11 | 11 | 15 | 2 | 4 | -3 | 0.8 | 4
CCN(C(=O)CSc1nc2ccc([N+](=O)[O-])cc2s1)c1c(N)n(Cc2ccccc2)c(=O)[nH]c1=O | -4 | -15 | 1 | -5 | 12 | 5 | 2 | -0.4 | 18
CCc1ccc(/C=C2\Oc3ccc(C(=O)OC)cc3C2=O)cc1 | 0 | -5 | -1 | 0 | 1 | -5 | 1 | 1.1 | 0
CN1OC(Cn2cc(C#N)c(=O)n(C)c2=O)CC1c1ccccc1 (centres undefined) | -4 | -14 | 5 | -2 | 13 | 0 | -2 | -1.6 | 2
COC(=O)c1cn(C(=O)c2ccc3c(c2)OCO3)c2ccccc12 | -6 | 10 | -3 | 19 | 3 | -12 | -4 | 6.0 | -22
OCCC1CN(Cc2cccc(C(F)(F)F)c2)CCN1Cc1ccccc1 (centres undefined) | -14 | 6 | -9 | -5 | 12 | -16 | -5 | -1.1 | 6
Cc1nc(NC(=O)C2CCCCC2)sc1C | -10 | -7 | 1 | -6 | 12 | -2 | -6 | 2.0 | 4
O=C1NCCCC1C(=O)N1CCN(C(c2ccccc2)c2ccccc2)CC1 (centres undefined) | -2 | 6 | 7 | 1 | 9 | 3 | 0 | 1.4 | -20

The last two compounds of the section before open the next one:
SMILES | CHRM5 PAM | CHO-K1 Ca PAM | M4 PAM | CHRM5 antagonist | TAAR1 ag | CRFBP-R2 block | CHRM5 agonist | CRFBP-R2 agonist | TAAR1 antagonist
Cc1nc(NC(=O)C2CCCCC2)sc1C | -10 | -7 | 1 | -6 | 12 | -2 | -6 | 2.0 | 4
O=C1NCCCC1C(=O)N1CCN(C(c2ccccc2)c2ccccc2)CC1 (centres undefined) | -2 | 6 | 7 | 1 | 9 | 3 | 0 | 1.4 | -20
CSc1nc(=S)n(-c2ccc([N+](=O)[O-])cc2)c(C)c1C(C)=O | 2 | 27 | 3 | 9 | -1 | 11 | -6 | -0.6 | 0
O=C(Cn1c(=O)oc2ccccc21)Nc1ccc(Br)cc1 | -1 | -12 | 1 | -1 | 0 | -4 | -4 | -2.2 | 5
COc1ccccc1CNC(=O)C1CC2Cn3c(nc4cc(Cl)c(Cl)cc43)C2N1C (centres undefined) | -9 | 6 | -2 | 6 | 30 | -3 | 0 | -2.0 | 40
Cc1noc(C)c1NC(=O)N(C)C[C@H]1Oc2ccc(NC(=O)c3ccncc3)cc2C(=O)N([C@H](C)CO)C[C@@H]1C | 1 | 21 | 4 | -6 | 1 | -14 | -1 | -0.3 | 2
C=CCn1c(SCC(=O)Nc2cc(Cl)ccc2C(=O)O)nc2sc(C)c(C)c2c1=O | 12 | -12 | 4 | 0 | 8 | 30 | -2 | -0.4 | -13
CC(C)NC(=O)N(C)C[C@H]1Oc2ccc(NC(=O)C3CC3)cc2C(=O)N([C@H](C)CO)C[C@@H]1C | -7 | -14 | 7 | 17 | 5 | 3 | 0 | 2.4 | 2
COCCn1c(=NC(=O)c2ccccc2[N+](=O)[O-])sc2cc(S(C)(=O)=O)ccc21 | 7 | 4 | -2 | 0 | 2 | -19 | -2 | -0.4 | -1
